S2 tox – reduces viability in counter-screen for ATXN expression inhibitors; S2 cells (HEK-293 line with an ATXN2-luciferase reporter) viability, CellTiter-Fluor protease fluorescence, 24 h; Potency, µM (highest dose often 56.7 µM), most hits filed as cytotoxic; AID 651635; 400,000 compounds, 0.49% hits; note: nearly all actives have a fitted effect of over 40% in size
EPAC2 antag – blocks human EPAC2 exchange factor. Q8WZA2. EPAC2 GEF exchange of Rap1B-BODIPY-GDP, fluorescence. Potency, µM (series often up to 114 µM), inactives show at the top dose activity, negative = inhibition, actives largely listed as inhibitors. 360,000 compounds, 0.18% hits; note: % is set by controls: 0 for no effect and ±100 for the full control effect; nearly all actives have a fitted effect of over 45% in size; many of its hits are not listed in these tables
Target sequence (Q8WZA2 whole entry, looked up): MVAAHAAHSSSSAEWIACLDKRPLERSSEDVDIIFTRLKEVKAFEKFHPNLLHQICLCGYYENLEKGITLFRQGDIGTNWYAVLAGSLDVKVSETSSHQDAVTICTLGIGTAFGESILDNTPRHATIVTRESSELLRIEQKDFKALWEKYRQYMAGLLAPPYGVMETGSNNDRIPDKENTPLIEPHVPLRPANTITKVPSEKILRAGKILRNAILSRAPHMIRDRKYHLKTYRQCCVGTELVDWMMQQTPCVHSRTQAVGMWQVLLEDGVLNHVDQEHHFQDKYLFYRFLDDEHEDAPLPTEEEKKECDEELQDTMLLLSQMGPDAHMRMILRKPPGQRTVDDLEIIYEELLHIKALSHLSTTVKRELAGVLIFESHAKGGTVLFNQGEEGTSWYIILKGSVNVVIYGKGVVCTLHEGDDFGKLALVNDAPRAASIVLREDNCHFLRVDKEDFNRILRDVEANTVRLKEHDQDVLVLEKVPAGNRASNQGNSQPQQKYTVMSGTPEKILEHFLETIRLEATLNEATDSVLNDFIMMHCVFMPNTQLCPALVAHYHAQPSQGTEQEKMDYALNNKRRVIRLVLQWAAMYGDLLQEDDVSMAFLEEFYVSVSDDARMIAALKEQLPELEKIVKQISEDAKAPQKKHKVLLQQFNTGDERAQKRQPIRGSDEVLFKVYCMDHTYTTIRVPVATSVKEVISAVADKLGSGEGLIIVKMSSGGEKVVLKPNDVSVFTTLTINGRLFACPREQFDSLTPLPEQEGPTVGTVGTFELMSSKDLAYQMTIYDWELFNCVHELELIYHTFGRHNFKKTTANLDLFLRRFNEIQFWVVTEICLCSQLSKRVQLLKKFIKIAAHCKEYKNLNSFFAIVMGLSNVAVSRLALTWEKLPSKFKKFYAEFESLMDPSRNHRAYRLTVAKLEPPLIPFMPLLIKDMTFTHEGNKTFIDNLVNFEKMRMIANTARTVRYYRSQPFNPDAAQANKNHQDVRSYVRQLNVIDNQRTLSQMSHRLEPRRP
MCF10A rerep – induces DNA re-replication in MCF 10a normal breast cells. MCF 10A DNA re-replication, Hoechst nuclear intensity, 48 h. Potency, µM (top dose mostly 46.1 µM), for inactives: top-dose activity, positive = re-replication, most hits filed as activators. 350,000 compounds, 2.9% hits. AID 624296; note: % of control where 0% means no effect; nearly all actives have a fitted effect of over 50% in size
ATXN2 expr inh – reduces ATXN2 reporter expression in HEK-293 cells | HEK-293 ATXN2-luciferase reporter, luminescence, 24 h | Potency, µM (series often up to 57 µM), for inactives: at the highest dose activity change, negative = inhibition, most hits filed as inhibitors | 360,000 compounds, 0.72% hits | AID 1745845; note: % is set by controls: 0 for no effect and ±100 for the full control effect; nearly all actives have a fitted effect of over 55% in size
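ATXN2-luciferase reporter cells (luciferase flanked by upstream and downstream ATXN2 gene portions) were treated 24 h at 37 °C with compounds at up to 57 uM. SteadyGlo luminescence gave expression; GF-AFC fluorescence gave viability.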
TGFb SMAD3 inh – blocks TGF-b signaling; HepG2 CAGA-GFP TGF-b/SMAD3 reporter, GFP fluorescence, 18 h; TGF-beta stimulated, 500 pg/mL final; Potency, µM (top dose mostly 46.1 µM), without a hit: at the top dose activity, negative = inhibition, hits mostly inhibitors; 410,000 compounds, 1.2% hits; note: % is set by controls: 0 for no effect and ±100 for the full control effect; nearly all actives have a fitted effect of over 65% in size
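HEPG2 CAGA-GFP reporter cells (1000/well, DMEM with 1% FBS) received compounds, then recombinant TGF-beta at 500 pg/mL final for 18 hours at 37 degrees C. Per-cell GFP summed per well was normalised to unstimulated and stimulated DMSO controls before curve fitting.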
Nrf2 ARE act – activates Nrf2 signaling | AREc32 ARE-luciferase reporter (MCF7-derived line), luminescence, 24 h | Potency, µM (series often up to 46.1 µM), for inactives: top-dose activation, usual class: activators | 410,000 compounds, 0.31% hits | AID 624171; note: % of control where 0% means no effect; nearly all actives have a fitted effect of over 65% in size
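Luciferase luminescence (Steady-Glo, 30 min at room temperature) served as the read-out of ARE activation in AREc32 cells treated with compounds for 24 hr at 37 deg C.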
A549 tox – counter-screen for Nrf2 inhibitors: cytotoxicity in A549 cells. A549 ARE-Fluc cells, CellTiter-Fluor viability, 18-24 h. Potency, µM (series often up to 46 µM), for inactives: at the highest dose activity change, negative = cytotoxicity, usual class: inhibitors. 390,000 compounds, 0.16% hits. AID 504648; note: % is set by controls: 0 for no effect and ±100 for the full control effect
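A549 ARE_Fluc cells in 5% FBS OPTI-MEM were exposed to compounds in concentration-response for 18-24 h at 37 deg C. Viability was read by CellTiter-Fluor fluorescence (Ex 405/Em 525) after 30 min, before the luciferase read.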
Nrf2 inh – inhibitors of Nrf2 signaling | Potency, µM (highest dose often 46 µM), for inactives: top-dose activity change, negative = inhibition, hits mostly inhibitors | A549 ARE-Fluc reporter, luciferase luminescence, 18-24 h | 360,000 compounds, 2.1% hits; note: % is set by controls: 0 for no effect and ±100 for the full control effect; nearly all actives have a fitted effect of over 60% in size
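Reporter: ARE-Fluc in A549. Exposure: 18-24 h, 37 °C, 5% CO2, 5% FBS OPTI-MEM. Readouts: fluorescent cytotoxicity (CellTiter-Fluor), then luminescent Nrf2 signal after BugLite.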
HepG2 tox – kills HepG2 cells in TGF-b inhibitor counter-screen; HepG2 CAGA-GFP viability, ATP luminescence, 18 h; Potency, µM (top dose mostly 46.1 µM), without a hit: top-dose activity change, negative = cytotoxicity, most hits filed as cytotoxic; 410,000 compounds, 0.76% hits; AID 588856; note: some results filed as inactive show a strong effect at the top dose
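HepG2 CAGA-GFP cells (1000/well, DMEM with 1% FBS) received compound, then TGF-beta at 500 pg/mL final, and were incubated 18 hours at 37 degrees C. Viability was read by CellTiter-Glo luminescence. Media-only wells were set as complete cell-killing and DMSO as no toxicity.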
* marks the source's active call; other numbers are inactive results; i = inactive; ? = inconclusive; nt = no result given; [ ] = remark or other dose. Calls come from the whole dose curve; as a rule, active = well fitted curve in the direction sought with a large enough effect; inconclusive = small, poorly fitted or top-dose-only effect, or another doubt; inactive = no such curve, though single readings can be large; an effect the other way counts as inactive or inconclusive. Potency is the fitted concentration of half-maximal effect. An excerpt. The share of hits here may be higher or lower than overall.

molecule	MCF10A rerep	ATXN2 expr inh	HepG2 tox	Nrf2 ARE act	Nrf2 inh	TGFb SMAD3 inh	EPAC2 antag	S2 tox	A549 tox
O=C1CC(C2CCCO2)C(=O)N1c1cccc(Cl)c1 (configuration not stated)	3%	-2%	-6%	-0.4%	9%	-9%	12%	i	1%
N#C/C(=C\c1ccc(-c2ccc(C(=O)O)cc2)o1)C(=O)NCC1CCCO1 (configuration not stated)	?	41%[activator]	7%	3.9%	3%	10%	3%	i	?
Cc1cccc(CN2CCN(C3CCCC3)C(CCO)C2)n1 (configuration not stated)	3%	-5%	4%	-0.6%	7%	7%	0%	i	1%
C=CCN(CC=C)C(=O)c1cccc(OC2CCN(CC(C)(C)C)CC2)c1	22%	-19%	-1%	0.1%	?	0%	-4%	?	-3%
Cc1cc(C)cc(N(CC(=O)NCCSCc2ccccc2)S(C)(=O)=O)c1	-3%	17%	-12%	2.5%	?	0%	-15%	i	-8%
O=C1c2ccccc2C(=O)c2c(NCCCN(CCO)CCO)cccc21	?	-32%[11.3 µM]	-31%	2.7%	?	?	-15%	nt	?
COc1ccc(N2CCN(S(=O)(=O)CCNC(=O)c3c(F)cccc3Cl)CC2)cc1	nt	nt	2%	-0.7%	nt	-2%	nt	nt	11%
Cc1ccn2c(CNCC3COCCO3)c(C(=O)N3CCCCCC3)nc2c1 (configuration not stated)	-3%	3%	2%	-0.1%	20%	2%	1%	i	1%
CN(C(=O)Cc1noc2ccccc12)c1ccccc1	6%	1%	8%	-0.4%	3%	10%	6%	i	-5%
CCc1ccc(CNC(=O)c2sc3nc[nH]c(=O)c3c2C)cc1	nt	nt	-30%	2.4%	nt	5%	nt	nt	9%
CN1C(=S)N(c2cccnc2)C(=O)/C1=C\c1ccc(N(C)C)cc1	?	?	-80%	0.8%	-5%	?	-17%	nt	-19%
COc1ccc(C(=O)CC(=O)c2ccccc2)cc1	2%	80%[activator]	-52%	0.9%	?	0%	-1%	i	0%
COc1cccc(NC(=O)C2C3C=CC(O3)C2C(=O)NCc2cccnc2)c1 (configuration not stated)	2%	-3%	-22%	13%	-15%	-19%	2%	i	-15%
O=C(Nc1ccc(F)c(Cl)c1)C1CC(=O)n2c(nc3ccccc32)N1 (configuration not stated)	-3%	-6%	-10%	0.0%	-12%	0%	6%	i	-2%
c1ccc2c(c1)OCc1cn[nH]c1-2	9%	nt	-1%	-0.3%	4%	-1%	-8%	i	?
CC(=O)N/N=C(/C)c1ccc(NC(=O)c2csc(C)c2C)cc1	10%	34%[activator]	-3%	0.3%	?	-7%	-3%	i	0%
Cc1nn(C)c2ncc(C(=O)c3ccccc3O)cc12	2%	8%	9%	4.0%	-8%	10%	-4%	i	-12%
CCc1ccc(NC(=O)C2CCCN(S(=O)(=O)c3cccc4nsnc34)C2)cc1 (configuration not stated)	nt	-11%	-9%	0.3%	?	-1%	nt	i	1%
Cc1ccccc1/C=C/C1=NCCN1	-4%	-5%	-3%	-1.2%	-5%	-9%	6%	?	-2%
CC(=O)c1ccc(NC(=O)CSc2ccc(-c3sc(C)nc3C)nn2)cc1	17%	-8%	-1%	0.2%	0%	0%	2%	i	-1%
Fc1ccccc1CSc1nncn1NCc1cccs1	12%	21%	19%	0.5%	13%	1%	0%	i	-11%
Cc1cc(/C=N/NC(=O)CC2(C)OCCO2)c(C)n1-c1cc(Cl)cc(Cl)c1	2%	-11%	15%	-0.5%	-3%	-45%	2%	i	7%
COc1ccccc1C(O)(c1ccccc1)c1ccccc1OC	13%	4%	-1%	-0.4%	?	18%	-23%	i	-2%
Nc1ccc(C(=O)N(CCO)CCO)cc1	20%	6%	4%	1.2%	7%	10%	-2%	i	5%
C[C@@H]1C=C(C(=O)N2CCN(C)CC2)O[C@H](OCc2ccc(CO)cc2)C1	10%	4%	9%	-0.4%	6%	4%	17%	i	1%
Cn1c(SCC(=O)Nc2ccc(Br)cc2F)nnc1-c1ccco1	3%	-16%[11.3 µM]	-30%	2.6%	-28%	?	3%	i	11%
COc1ccc(C2(CNC(=O)c3cccc([N+](=O)[O-])c3)CCOCC2)cc1	-7%	-17%	9%	-0.3%	1%	-1%	0%	i	0%
COC(=O)C1[C@H]2C(=O)N(Cc3cccs3)C[C@]23C=C[C@H]1O3 (some centres not stated)	0%	4%	12%	0.0%	nt	9%	11%	i	-13%
Cc1n[nH]c(=O)c2c(NC(=O)COC(=O)Cc3c(F)cccc3Cl)oc(C)c12	-1%	2%	0%	-0.9%	-3%	-8%	-3%	i	-3%
CCc1cc(=O)n2c([nH]c3ccccc32)c1C#N	?	12%	-46%	3.3%	?	8%	13%	i	-5%
CCc1ccccc1OCC(=O)OCC(=O)Nc1cc(C)on1	-3%	-3%	3.2µM*	0.4%	2%	10%	-4%	i	4%
COc1cc([N+](=O)[O-])ccc1NC(=S)Nc1cc(C(=O)OC(C)C)cc(C(=O)OC(C)C)c1	?	?	-22%	-0.4%	?	0%	-7%	?	-15%
COc1ccc(-c2nnc(NC(=O)CSc3ccccc3)s2)cc1OC	16%	-10%	-24%	-0.7%	-6%	-3%	0%	i	9%
CSc1nc2ccccc2cc1/C=C(\C#N)c1ccc(Cl)c(Cl)c1	7.3µM*	36%	-14%	-0.2%	nt	17%	-10%	i	20%
CCOC(=O)C1CCN(Cc2cn[nH]c2-c2ccc(C)cc2)CC1	-2%	-10%	-18%	0.0%	3%	8%	1%	i	nt
Cc1ccc(CNC(=O)CCCn2c(=O)c3ccccc3n(CC(=O)NCc3ccco3)c2=O)cc1	26%	-11%	4%	-0.2%	nt	4%	7%	i	9%
Oc1ccc(-c2sc(Nc3ccccc3)n[n+]2-c2ccc(F)cc2)cc1	2%	1%	-11%	0.3%	-14%	-12%	-3%	i	-5%
COc1ccc(-n2cnc3cc(C(=O)NC4CCCCCC4)ccc32)cc1	nt	-2%	-15%	3.9%	nt	7%	nt	i	-3%
CCn1c2ccccc2c2cc(/C=N/O)ccc21	2%	nt	-28%	-0.3%	-7%	?	-25%	i	13%
CC(=O)c1cccc(NC(=S)NCCc2ccc(F)cc2)c1	9%	1%	0%	0.4%	19%	4%	-5%	i	2%
COC(=O)c1ccc(CON2C(=O)c3ccccc3C2=O)cc1	-6%	-6%	-47%	-0.1%	-4%	-1%	3%	i	5%
CC(=O)c1cccc(NC(=O)c2sc(Cl)nc2C)c1	10%	-45%	38%	?	-2%	17%	2%	i	1%
CCN1CCN(Cc2c(O)ccc3c(=O)c(-c4ccc(OC)c(OC)c4)c(C(F)(F)F)oc23)CC1	15%	-4%	-8%	2.4%	25%	26%	1%	i	?
O=c1[nH]cc(N(CCO)CCO)c(=O)[nH]1	19%	3%	-1%	0.0%	1%	2%	4%	i	-1%
Cc1ccc2nc(N(CCCN(C)C)C(=O)CN3C(=O)c4ccccc4C3=O)sc2c1	3%	nt	-47%	-1.1%	1%	?	5%	i	1%
CC(Cl)C(=O)Nc1ncc(C(F)(F)F)cc1Cl (configuration not stated)	-4%	-7%	12%	-0.9%	2%	-1%	3%	i	-5%
CS(=O)(=O)c1cccc(-c2csc(N3CCC(C(N)=O)CC3)n2)c1	-9%	2%	-19%	6.5%	-17%	?	-9%	i	1%
CCOc1ccc(NC(=O)Cn2cc(S(=O)(=O)NC)c(S(=O)(=O)NC)c2)cc1	nt	nt	-17%	-0.9%	14%	0%	nt	nt	6%
CCOC(=O)c1cc2c(=O)n3ccccc3nc2n(CC2CCCO2)c1=NC(=O)c1ccccc1C (configuration not stated)	nt	8%	-3%	0.3%	-3%[9.27 µM]	16%	nt	i	8%
CC(C)CCn1c(=O)c2sccc2n2c(CCCC(=O)Nc3ccc(C(C)C)cc3)nnc12	nt	nt	-7%	-1.0%	-3%	-12%	nt	nt	-1%
COc1cc(NC(=O)C/C(C)=N/NC(=O)C(=O)NC2CCCCC2)c(OC)cc1Cl	14%	-28%	-21%	4.2%	3%	5%	-7%	i	0%

Entries of single compounds from above.
COC(=O)c1ccc(CON2C(=O)c3ccccc3C2=O)cc1 in the list: MCF10A rerep = -6%; ATXN2 expr inh = -6%; HepG2 tox = -47%; Nrf2 ARE act = -0.1%; Nrf2 inh = -4%; TGFb SMAD3 inh = -1%; EPAC2 antag = 3%; S2 tox = i; A549 tox = 5%
CC(Cl)C(=O)Nc1ncc(C(F)(F)F)cc1Cl (configuration not stated) in the list: MCF10A rerep = -4%; ATXN2 expr inh = -7%; HepG2 tox = 12%; Nrf2 ARE act = -0.9%; Nrf2 inh = 2%; TGFb SMAD3 inh = -1%; EPAC2 antag = 3%; S2 tox = i; A549 tox = -5%
CCOc1ccc(NC(=O)Cn2cc(S(=O)(=O)NC)c(S(=O)(=O)NC)c2)cc1 in the list: MCF10A rerep = nt; ATXN2 expr inh = nt; HepG2 tox = -17%; Nrf2 ARE act = -0.9%; Nrf2 inh = 14%; TGFb SMAD3 inh = 0%; EPAC2 antag = nt; S2 tox = nt; A549 tox = 6%
